HCMV antiviral – human cytomegalovirus inhibition. actives 4.5% (n = 410,000). AID 1259415. activity change, negative = inhibition, % at 57.5 µM. HFF cells, HCMV-luciferase reporter, 72 h; hits give low values; in the data active = activity change below about -60%; inconclusive = no clear call, values can overlap the other calls; inactive = above about -39%
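Screen run at 2 compound doses on HFFs infected with reporter HCMV, MOI 1 PFU/cell. Luciferase activity from cell lysates at 72 h post infection gave inhibition relative to buffer-only and Salinomycin wells.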
FBPA Giardia inh – Giardia lamblia aldolase inhibition | A8B2U2 | purified Giardia FBPA | Potency, µM (top dose mostly 59.6 µM), without a hit: at the highest dose activity, negative = inhibition, usual class: inhibitors | actives 0.71% (n = 290,000); note: potency is the fitted concentration of half-maximal effect; nearly all actives have a fitted effect of over 55% in size
Target sequence (A8B2U2 whole entry, looked up): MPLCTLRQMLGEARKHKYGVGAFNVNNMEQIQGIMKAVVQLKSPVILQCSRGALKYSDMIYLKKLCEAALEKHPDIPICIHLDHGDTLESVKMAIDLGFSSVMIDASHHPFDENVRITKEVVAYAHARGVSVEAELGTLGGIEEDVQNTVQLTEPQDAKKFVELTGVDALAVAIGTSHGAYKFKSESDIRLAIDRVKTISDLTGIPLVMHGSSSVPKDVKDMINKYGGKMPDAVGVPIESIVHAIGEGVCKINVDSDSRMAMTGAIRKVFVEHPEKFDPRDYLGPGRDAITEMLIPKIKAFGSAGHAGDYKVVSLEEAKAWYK
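40 nM FBPA preincubated 10 min at RT with compound (up to 57.5 uM final), then substrate plus GAPDH/TPI/NAD/arsenate coupling and diaphorase/resazurin added. Fluorescence read after 20 min at RT, 525/598 nm.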
Sm TGR inh – inhibitors of Schistosoma mansoni thioredoxin glutathione reductase | purified TGR, DTNB reduction, TNB absorbance 405 nm | Potency, µM (top dose mostly 114 µM), without a hit: top-dose activity change, negative = inhibition, actives largely listed as inhibitors | actives 3% (n = 360,000); note: potency is the fitted concentration of half-maximal effect; nearly all actives have a fitted effect of over 60% in size
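First, TGR (20 nM dispensed) and NADPH were mixed with compound. Second, a 15 min room-temperature incubation followed. Third, further NADPH and then DTNB were added to start the reaction. Finally, TNB absorbance was monitored kinetically.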
AMA1 RON2 block – disrupts binding of P. falciparum AMA1 to RON2; AlphaScreen AMA1-biotinylated RON2 peptide binding; Potency, µM (titrated, usually from 58.2 µM), without a hit: at the highest dose activity change, negative = inhibition, most hits filed as inhibitors; actives 0.2% (n = 360,000);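 note: potency is the fitted concentration of half-maximal effect; 0% = vehicle wells and -100% = peptide control; nearly all actives have a fitted effect of over 45% in size; some results filed as inactive show a strong effect at the top dose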
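AMA1 (3D7) with his tag at 25 nM final met compounds first, then biotinylated RON2 peptide at 25 nM; detection used donor plus acceptor beads, 10 µg/mL apiece, read by AlphaScreen after 30 min at room temperature.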
AmpC no deterg – AmpC beta-lactamase inhibition without detergent; AID 485341; Potency, µM (highest dose often 57.1 µM), inactives show at the highest dose activity change, negative = inhibition, most hits filed as inhibitors; P00811; actives 0.52% (n = 330,000); AmpC nitrocefin hydrolysis, absorbance 480 nm, 0.0001% Triton;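 note: potency is the fitted concentration of half-maximal effect; plate controls were no compound for no effect and no enzyme for full effect; nearly all actives have a fitted effect of over 20% in size; some results filed as inactive show a strong effect at the top dose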
Target sequence (P00811 whole entry, looked up): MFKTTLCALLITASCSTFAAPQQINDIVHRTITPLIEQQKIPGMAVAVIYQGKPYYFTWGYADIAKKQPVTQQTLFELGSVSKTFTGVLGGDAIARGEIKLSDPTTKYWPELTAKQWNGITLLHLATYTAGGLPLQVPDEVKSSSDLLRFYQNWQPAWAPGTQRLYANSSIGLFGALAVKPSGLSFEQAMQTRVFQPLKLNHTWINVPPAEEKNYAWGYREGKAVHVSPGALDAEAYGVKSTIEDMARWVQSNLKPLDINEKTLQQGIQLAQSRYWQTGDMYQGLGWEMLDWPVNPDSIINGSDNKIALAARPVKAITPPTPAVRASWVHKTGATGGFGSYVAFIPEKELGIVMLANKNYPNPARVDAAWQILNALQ
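20 mM phosphate pH 7.0 + 0.01% (detergent screen) or 0.0001% Triton X-100; 5.3 nM AmpC reagent; cpd preinc 15 min RT; nitrocefin (800 uM stock) to start; A480 q20 s × 4 min; Activity was normalised to no-enzyme and no-compound control wells.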
AmpC inh detg – AmpC beta-lactamase inhibition with detergent present; AmpC hydrolysis of nitrocefin, absorbance 480 nm, 0.01% Triton; actives 0.041% (n = 370,000); P00811; Potency, µM (top dose mostly 114 µM), for inactives: at the highest dose activity change, negative = inhibition, usual class: inhibitors;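 note: potency is the fitted concentration of half-maximal effect; 0% = no-compound wells and -100% = no-enzyme wells; nearly all actives have a fitted effect of over 25% in size; some results filed as inactive show a strong effect at the top dose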
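20 mM phosphate pH 7.0 + 0.01% (detergent screen) or 0.0001% Triton X-100; 5.3 nM AmpC reagent; cpd preinc 15 min RT; nitrocefin (800 uM stock) to start; A480 q20 s × 4 min; Activity was normalised to no-enzyme and no-compound control wells.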
* marks the source's active call; other numbers are inactive results; ? = inconclusive; . = no result given; [ ] = dose if it differs, or a comment. Unless noted, calls come from the whole dose curve; as a rule, active = well fitted curve in the direction sought with a large enough effect; inconclusive = small, poorly fitted or top-dose-only effect, or another doubt; inactive = no such curve, though single readings can be large; an effect the other way counts as inactive or inconclusive. Unless noted, % is set by controls: 0 for no effect and ±100 for the full control effect.

canonical_smiles | HCMV antiviral | FBPA Giardia inh | Sm TGR inh | AMA1 RON2 block | AmpC no deterg | AmpC inh detg
CN1C(=O)N(C)c2ccc(C=O)c3cccc1c23 | -21 | -25% | 1% | -17% | -17% | -8%
CS(=O)(=O)N1CCN(CC(=O)NC2CCCCC2)CC1 | -12 | 3% | 4% | 1% | -10% | 6%
C[C@]12CCC(=O)C[C@H]1CC[C@@H]1[C@@H]2CC[C@]2(C)[C@@H](O)CC[C@@H]12 | . | . | 10% | . | 22% | 9%
COCCN(C(=O)c1ccccc1Oc1ccccc1)c1c(N)n(CC(C)C)c(=O)[nH]c1=O | 10 | . | -24% | 4% | -8% | -7%
COc1cc(OC)cc(C(=O)Nc2cc(-c3nc4ccccc4[nH]3)ccc2C)c1 | 4 | . | 1% | . | . | 2%
O=C(CN1C(=O)NC(Cc2ccccc2)C1=O)Nc1ccccc1 (stereo unspecified) | 23 | 0% | 0% | -1% | -14% | -13%
Cc1nn(-c2ccccc2)c(N)c1Sc1ccc([N+](=O)[O-])cc1 | -28 | -13% | -10% | -7% | -17% | -6%
O=C(COC(=O)c1cccc([N+](=O)[O-])c1)NCC1CCCO1 (stereo unspecified) | -14 | 0% | ? | 1% | -53% | 4%
Cn1c(CCC(=O)OCC(=O)Nc2ccc(Oc3ccccc3)cc2)nc(=O)c2ccccc21 | 11 | -7% | 5% | 0% | 139%[activator] | ?
C=CCn1c(CSc2nc3ccccc3s2)nnc1SCC(=O)OCC | 53 | 8% | 5% | -2% | 34% | 5%

Later entries
canonical_smiles | HCMV antiviral | FBPA Giardia inh | Sm TGR inh | AMA1 RON2 block | AmpC no deterg | AmpC inh detg
CCNC(=O)CN(c1ccc(Oc2ccccc2)cc1)S(=O)(=O)c1ccccc1 | -26 | . | -1% | -3% | 68%[activator] | 2%
NC(=O)CS(=O)(=O)c1nc2ccccc2n1Cc1ccccn1 | ? | 7% | -11% | -12% | -21% | 3%
CC(=O)N(/N=C1\Sc2ccccc2C1=O)c1cccc(C)c1 | 44 | 0% | 0% | -13% | -3% | 5%
O=C(c1ccc2c(c1)N(Cc1ccccc1F)C(=O)c1ccccc1S2(=O)=O)N1CCCCCC1 | 0 | . | -11% | . | . | -7%
CC1=C(C)CC2(SC1)C(=O)N(c1ccccc1)N=C2N (stereo unspecified) | 55 | -4% | 0% | -10% | -14% | 7%
CCN(CC)S(=O)(=O)c1ccc(N2CCCC2)c(NC(=O)Cc2ccc(OC)cc2)c1 | -2 | -8% | 2% | -7% | 19% | -11%
COC(=O)C1CCN(CCCOc2ccc(CN3CCN(c4ccc([N+](=O)[O-])cc4)CC3)cc2)CC1 | -13 | 6% | 16% | 0% | 27% | 6%
CCOC(=O)C1=C(N)Oc2cc(O)ccc2C1c1ccc(F)cc1F (stereo unspecified) | -6 | -2% | -29% | -1% | -23% | -15%
CC(=O)N(/N=C1\Sc2ccccc2C1=O)c1ccc(C)cc1C | -86* | 0% | 3% | -21% | 1% | 2%
O=S(=O)(/N=C(/Nc1nc2ccccc2s1)c1ccccc1)c1ccccc1 | 50 | . | 2% | 5% | 5% | -6%

(continued)
canonical_smiles | HCMV antiviral | FBPA Giardia inh | Sm TGR inh | AMA1 RON2 block | AmpC no deterg | AmpC inh detg
O=C(COc1cccnc1[N+](=O)[O-])NCc1ccc2c(c1)OCO2 | -13 | 0% | -27% | -10% | -16% | 3%
O=C(c1ccccc1F)N1c2nc(-c3ccco3)nn2C2(CCCCC2)[C@@H]2CCCC[C@@H]21 | -31 | . | 10µM* | . | . | 1%
O=C(N/N=C/c1ccc(-c2cccc(C(F)(F)F)c2)o1)c1ccccc1O | -25 | 1% | -10% | 15% | -32% | -2%
N#Cc1c(N)nc(SCC(=O)NCCc2ccccc2)c(C#N)c1-c1cccs1 | 16 | -22% | 3% | 3% | -25% | -5%
COC(=O)c1sccc1NC(=S)N1CCN(c2ccccc2)CC1 | -26 | 5% | ? | ? | -20% | -12%
CCC1(C)Cc2sc3c(=O)[nH]c(=S)[nH]c3c2CO1 (stereo unspecified) | 55 | ? | -22% | 69%[activator] | -31% | 3%
CN1/C(=C\C=C(/C#N)C(=O)Nc2ccccc2F)C(C)(C)c2ccccc21 | -34 | -2% | -8% | -2% | -21% | ?
O=c1cc(C23CC4CC(CC(C4)C2)C3)[nH][nH]1 | 27 | -18% | 1% | 5% | . | -5%
CC1CCN(C(=O)CCl)CC1 | ? | 2% | ? | -3% | -26% | -6%
COc1ccc([N+](=O)[O-])cc1NC(=O)C1CCCCC1C(=O)O (stereo unspecified) | ? | -6% | -1% | -12% | -5% | ?

Continued:
canonical_smiles | HCMV antiviral | FBPA Giardia inh | Sm TGR inh | AMA1 RON2 block | AmpC no deterg | AmpC inh detg
Cc1ccc(/C=C(\C#N)C(=O)Nc2cccc(C)n2)cc1 | 7 | 1% | 9% | -6% | -23% | -15%
Cc1cccc2c1N(C)C(=O)C2=O | -17 | -8% | -5% | 3% | -7% | 3%
COC/C=C/C1=CC2=CC(=O)C(C)(OC(=O)c3cnc4ccccc4n3)C(=O)C2=CN1CCCOC(C)C (stereo unspecified) | 25 | ? | ? | -8% | 164%[activator] | 1%
CN(C(=O)c1ccccc1C(=O)OCC(=O)Nc1ccc(OC(F)F)cc1)c1ccccc1 | 8 | . | -7% | 0% | -1% | ?
Cc1cccc(OCCCCCNCCO)c1 | -37 | -1% | 0%[11.4 µM] | -6% | -1% | -17%
COC(=O)c1c(N2C(=O)CC(Sc3ncccc3C(=O)O)C2=O)sc(C)c1C (stereo unspecified) | -3 | 15% | 20µM* | 15% | 12% | -7%
COc1ccc(CCNC(=O)C(=O)NCC2OCCN2S(=O)(=O)c2cc(F)ccc2F)cc1 (stereo unspecified) | -5 | -3% | -8% | -1% | -3% | ?
Cc1ccc2c(c1)N(Cc1ccccn1)C(=O)C(C)O2 (stereo unspecified) | -4 | 0% | -20% | -4% | 6% | -8%
COCCN(Cc1cc2cc3c(cc2nc1Cl)OCO3)C(=O)Nc1ccccc1OC | ? | 11% | 2% | ? | -9% | -7%
COc1ccccc1C(=O)N=C1NC(=O)CC2C(=O)NCCN12 (stereo unspecified) | -11 | 3% | 6% | 6% | -26% | -9%

(next part)
canonical_smiles | HCMV antiviral | FBPA Giardia inh | Sm TGR inh | AMA1 RON2 block | AmpC no deterg | AmpC inh detg
Cc1ccc(NC(=O)c2cc3ccccc3o2)cc1Cl | -35 | -19% | 7% | 22% | -41% | -6%
CCCn1c(=O)c2ccccc2n2c(SCCNCCO)nnc12 | -33 | ? | 0% | 39%[activator] | 17% | -4%
Cc1ccc(O)c(C(=O)c2cnn(-c3ccccc3)c2)c1 | 52 | 3% | -18% | 1% | -31% | 4%
Cc1ccc(NS(=O)(=O)c2ccc3nc(-c4ccccc4)[nH]c3c2)c(Br)c1 | -16 | . | 4% | . | . | 12%
O=C(Nc1ccc(F)c(Cl)c1)C1CCN(S(=O)(=O)c2ccc3c(c2)CCCN3C(=O)C2CCC2)CC1 | -38 | . | 9% | . | . | 7%
Cc1cc(Cl)ccc1C(=O)C1CCCN(C(=O)c2cc(C(C)C)no2)C1 (stereo unspecified) | -9 | 6% | 8% | -3% | 51% | -2%
CCOc1ccc(NC(=O)CN2C(=O)NC(C)(c3ccc(OC(F)F)cc3)C2=O)cc1 (stereo unspecified) | -18 | -6% | ? | -17% | -5% | -13%
CN(C)c1nccc(Nc2ccccc2)c1C#N | -29 | -4% | -2% | -3% | -7% | ?
Cn1c(=O)[nH]c(=O)c2c1nc(SCCO)n2CCCc1ccccc1 | 55 | -10% | ? | -4% | -25% | -5%
O=C(CCC1CCCCC1)N1CCN(Cc2ccc3c(c2)OCO3)CC1 | 15 | 4% | -8% | -7% | 97%[activator] | 0%

An excerpt taken from the entries so far, as a working copy:
canonical_smiles | HCMV antiviral | FBPA Giardia inh | Sm TGR inh | AMA1 RON2 block | AmpC no deterg | AmpC inh detg
Cc1ccc(NS(=O)(=O)c2ccc3nc(-c4ccccc4)[nH]c3c2)c(Br)c1 | -16 | . | 4% | . | . | 12%
O=C(Nc1ccc(F)c(Cl)c1)C1CCN(S(=O)(=O)c2ccc3c(c2)CCCN3C(=O)C2CCC2)CC1 | -38 | . | 9% | . | . | 7%
Cc1cc(Cl)ccc1C(=O)C1CCCN(C(=O)c2cc(C(C)C)no2)C1 (stereo unspecified) | -9 | 6% | 8% | -3% | 51% | -2%

Next part.
canonical_smiles | HCMV antiviral | FBPA Giardia inh | Sm TGR inh | AMA1 RON2 block | AmpC no deterg | AmpC inh detg
COc1cc(/C=N/NC(=O)c2cccc(S(=O)(=O)N3CCCC3)c2)cc(OC)c1O | -19 | . | -11% | 117%[activator] | -26% | -10%
C/C(=N\O)C(C)NC(=O)c1ccccc1 (stereo unspecified) | 15 | 3% | 0% | -5% | -21% | 1%
O=C(N/N=C/c1cc2c(cc1Cl)OCO2)c1ccc2c(c1)OCCO2 | -15 | -10% | 2% | -6% | -39% | -5%
Cc1ccc(C(=O)NC2CC3CCCC(C2)N3C(=S)NCc2ccco2)cc1 (stereo unspecified) | -28 | -9% | -25% | -1% | 23% | 1%
O=C(CSc1nnc(-c2ccco2)n1CC1CCCO1)NC1CCCC1 (stereo unspecified) | 1 | 2% | -24% | 14% | -10% | 3%
COc1ccccc1N1CCN(C(=O)c2sc3nc(-c4ccc(F)cc4)cn3c2C)CC1 | -61* | -1% | 6% | -20% | 225%[activator] | ?
Cn1nc(C(F)(F)F)cc1C(=O)Nc1ccc(-c2ccno2)cc1 | ? | . | 5% | -5% | -36% | 0%
CCC1C(=O)N(C)CCc2ccccc21 (stereo unspecified) | 28 | 1% | 1% | -6% | -12% | -10%
Cc1ccccc1NC(=O)NC1CCCc2ccccc21 (stereo unspecified) | . | 16% | 2% | -8% | -28% | 3%
Cc1ccc(S(=O)(=O)N2CCN=C2SCc2cccnc2)cc1 | -11 | ? | -6% | -1% | 11% | -5%

Continuation:
canonical_smiles | HCMV antiviral | FBPA Giardia inh | Sm TGR inh | AMA1 RON2 block | AmpC no deterg | AmpC inh detg
O=C(O)CNC(=O)c1ccccc1NC(=O)c1ccco1 | 2 | 5% | -10% | 2% | -25% | -11%
O=C1CCCc2cc(S(=O)(=O)NCC3CCC(C(=O)Nc4ccccc4F)CC3)ccc2N1 (stereo unspecified) | -14 | . | -5% | . | . | 1%
CN(C)CCNc1oc(COc2ccc(-c3ccccc3)cc2)nc1C#N | -21 | 2% | 45µM* | 20% | 113%[activator] | 1%
Cc1noc(C)c1C(=O)Nc1nc(-c2ccc([N+](=O)[O-])cc2)cs1 | -62* | . | 1% | -11% | -29% | 6%
CSc1nc(N)nc(SCC(=O)C23CC4CC(CC(C4)C2)C3)c1C#N | -33 | -6% | -8% | -8% | -8% | 3%
O=C(CCNS(=O)(=O)c1ccc2[nH]c(=O)oc2c1)NCc1ccccc1 | -19 | . | 8% | -9% | -14% | -4%
COc1ccc(NC(=O)Cn2ncc3c(C)n(Cc4cccc(Cl)c4)c(C)c3c2=O)cc1 | 10 | . | 5% | . | . | 17%
CC(C)(C)NC(=O)C1CCC(C)(C(=O)O)C1(C)C (stereo unspecified) | 30 | 6% | 1% | 23% | -7% | -1%
COc1cccc(C(=O)N2CCN(C(=O)Cc3ccccc3)CC2)c1 | -19 | 1% | 1% | -1% | 1% | -10%
